Myeloid diff 2 – compounds promoting myeloid differentiation; ER-HoxA9 myeloid progenitors, lysozyme-GFP differentiation, flow cytometry; calls only at 10 µM; actives 1% (n = 360,000); AID 624256;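 active = normalized GFP-positive differentiation at or above the plate's own cutoff, the solvent-only control mean plus 3 SD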;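 note: cells exposed to compound for four days before flow analysis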
KOR beta-arrestin-1 – KOR antagonists, beta-arrestin recruitment, cell-based, luminescence, uHTS (AID 1778). KOR beta-arrestin recruitment, luminescence, antagonist mode; higher % means a stronger effect. inhibition, % at 10 µM; hits with a dose series show IC50 in µM. actives 0.091% (n = 290,000); note: strong numbers were not always called active
NOD1 NF-kB reporter – inhibition of NOD1-driven NF-kB reporter – cell-based, luminescence, uHTS, primary screen (AID 1578); actives 1% (n = 290,000); inhibition, % at 4 µM; hits with a dose series show EC50 in µM; NOD1-driven NF-kB luciferase reporter cells, luminescence; higher % means a stronger effect; in the data active = inhibition mostly above about 36%, no sharp cut-off; inactive = mostly below about 34%;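 note: HEK-293T reporter cells stimulated with the NOD1 agonist gamma-tri-DAP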
HIV peptide binding – inhibitors of HIV fusion peptide binding, primary screen, biochemical, uHTS, fluorescence dequenching (AID 1986); inhibition, % at 20 µM; hits with a dose series show IC50 in µM; cell-free peptide binding, fluorescence dequenching, 30 min; higher % means a stronger effect; actives 0.3% (n = 290,000); in the data active = inhibition mostly above about 52%, no sharp cut-off; inactive = mostly below about 76%; note: some results filed as inactive read as strong as hits
GPR55 LPI antagonism – GPR55 antagonists blocking LPI-driven arrestin recruitment, primary screen, imaging, U2OS, beta-arrestin-GFP, LPI agonist (AID 2013); actives 0.13% (n = 290,000); inhibition, % at 10 µM; hits with a dose series show IC50 in µM; U2OS GPR55 beta-arrestin-GFP translocation imaging, LPI antagonism; higher % means a stronger effect;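 active = spots per cell inhibited over 60%, with over 100 cells counted and total cytoplasm intensity under 500,000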;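 note: U2OS cells stably carrying GPR55 and arrestin-GFP stimulated by 5 µM LPI near EC80; imaged beta-arrestin-GFP aggregate spots per cell after agonist stimulation; plate controls were LPI-stimulated DMSO wells for no effect and DMSO wells without LPI for full effect; some results filed as inactive read as strong as hits; confirmed hits need IC50 under 10 µM and bright autofluorescent wells are also inconclusive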
HEK293 NOD2/NF-kB – inhibition of NOD2-driven NF-kB reporter – cell-based, luminescence, uHTS, HEK293 (AID 1566) | one-dose inhibition, % at 4 µM; EC50 in µM for titrated hits | HEK293 NOD2/NF-kB luciferase reporter, luminescence; higher % means a stronger effect | actives 0.63% (n = 290,000); note: many of its hits are not listed in these tables
GPR55 activation – selective activators of receptor GPR55 – imaging, U2OS cells, beta-arrestin-GFP redistribution, primary screen (AID 1961). actives 0.048% (n = 290,000). activation, % at 10 µM, or EC50 in µM where a hit was titrated. U2OS GPR55 beta-arrestin-GFP redistribution imaging; higher % means a stronger effect;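 active = activation above 40% with more than 50 cells counted in the well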;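 note: U2OS osteosarcoma cells stably expressing GPR55 and beta-arrestin-GFP; plate controls were DMSO negative control for no effect and LPI positive control for full effect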
GPR35 arrestin U2OS – inhibition of zaprinast-stimulated GPR35 beta-arrestin translocation – imaging, U2OS, beta-arrestin-GFP, zaprinast agonist, primary screen (AID 2058). U2OS GPR35 beta-arrestin-GFP translocation imaging, zaprinast antagonism; higher % means a stronger effect. inhibition, % at 10 µM; hits with a dose series show IC50 in µM. actives 0.052% (n = 290,000);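 active = inhibition of at least 50% with at least 30 cells and total cytoplasm GFP at most 10,000,000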
KOR beta-arrestin-2 – KOR agonists, beta-arrestin recruitment, primary screen, cell-based, luminescence, uHTS (AID 1777). KOR beta-arrestin recruitment, luminescence; higher % means a stronger effect. one-dose activation, % at 10 µM; EC50 in µM for titrated hits. actives 0.02% (n = 280,000); in the data active = activation above about 50%, passing the limit was not always enough; note: a part of the inactive calls stands beside numbers as strong as those of hits
Myeloid diff 2 GFP+ MAC1+ % – recorded beside Myeloid diff 2, whose call it bears; GFP+ MAC1+ double positive, %; measured here: differentiation confirmed by MAC1 staining
The depositor's hits bear a star; i = inactive; nt = not tested or not shown; + = active, no number; [ ] = dose if it differs, or a comment. Cut-off read from the data, not from the text of the source, unless noted: active = inhibition above about 50%; inactive = the rest. These rows are one share of the data, so the mix of outcomes need not match the whole.

Below each compound: Myeloid diff 2, Myeloid diff 2 GFP+ MAC1+ %, KOR beta-arrestin-1, NOD1 NF-kB reporter, HIV peptide binding, GPR55 LPI antagonism, HEK293 NOD2/NF-kB, GPR55 activation, GPR35 arrestin U2OS, KOR beta-arrestin-2
- CCCCNC(=O)CN1C(=O)COc2ccc(S(=O)(=O)N3CCCCCC3)cc21
    i, 3.1, -29%, 3%, 0.6%, 13%, 15%, -0.1%, 33%, 8.7%
- Cc1ccc(NC(=O)C2CCCN(c3nccc(C)n3)C2)c(C)c1 (centres undefined)
    i, 3.4, -41%, 6%, 0.7%, 0%, 4%, 0.9%, 12%, 3.9%
- O=C(Cc1csc(Nc2nc(=S)[nH]c3ccccc23)n1)N1CCN(c2cccc(C(F)(F)F)c2)CC1
    i, 0.9, 18%, -36%, 1.7%, 8%, 2%, -0.3%, 1%, -3.0%
- Cc1csc(SCC(=O)c2c(N)n(C)c(=O)n(C)c2=O)n1
    i, 0.8, -2%, -24%, -0.3%, 5%, -21%, 0.1%, 5%, 0.2%
- CCSc1nnc2c(n1)OC1(CCCC1)Nc1ccccc1-2
    i, 2.0, -4%, -12%, 0.6%, -1%, 2%, -0.1%, -10%, 1.1%
- Cc1noc(/C=C/c2ccco2)c1S(=O)(=O)N1CCC(C(=O)N2CCc3ccccc3C2)CC1
    i, 0.7, -3%, 1%, 0.6%, 3%, 0%, -0.1%, -18%, -1.7%
- Cc1nn(Cc2ccc([N+](=O)[O-])cc2)c(=O)n1-c1ccccc1
    i, 1.6, -6%, 9%, -2.5%, 3%, 0%, 0.5%, 7%, 1.0%
- O=C(CCSc1ccccc1)Nc1nnc(-c2cccs2)o1
    i, 2.7, -4%, -5%, 2.0%, 8%, 19%, -0.1%, 1%, -7.5%
- COc1ccc(NC(=O)c2cc3c(=O)n4ccccc4nc3n2C)c(OC)c1
    i, 0.6, 28%, -33%, -1.2%, 13%, -12%, -0.5%, 13%, -3.5%
- Cc1ccccc1NCc1nnc2n1CCCCC2
    i, 0.3, -7%, -14%, -0.3%, -1%, 0%, 0.1%, -13%, -2.1%
- COc1ccc(C2CC(c3ccc4ccccc4c3OC(C)=O)=NN2C(C)=O)cc1 (centres undefined)
    i, 1.1, 3%, -2%, 0.8%, 13%, -40%, 0.6%, -6%, -3.9%
- COc1ccc2c(=O)c(-c3ccccc3)c(C)oc2c1
    i, 0.6, 14%, -22%, -2.4%, 24%, -11%, -0.1%, 19%, 2.3%
- CC(=O)N(c1ccc(Cl)cc1)c1cn(C(C)=O)c2ccccc12
    i, 0.5, 10%, -16%, 1.4%, 12%, 13%, 0.0%, -7%, -4.0%
- CCc1ccc(NC(=O)NCc2cccnc2)cc1
    i, 1.0, -7%, -18%, 2.1%, 3%, -4%, -0.1%, 9%, -0.7%
- N#Cc1c(N2CCCCC2)nc(N)c2c(N)nc3c(c12)CC(c1ccccc1)O3 (centres undefined)
    i, 2.0, -21%, 27%, -0.5%, 50%, 18%, -0.1%, 0%, 2.2%
- O=C(Nc1ccccc1)c1ccc(NC(=O)c2cccs2)cc1
    i, 1.4, -4%, -46%, 6.9%, 4%, -8%, 0.3%, -2%, 2.6%
- Cc1oc(-c2ccccc2Cl)nc1CS(=O)CC(=O)NCc1cccs1 (centres undefined)
    i, 1.9, 31%, -14%, 15%, 10%, 3%, 0.4%, 1%, -3.7%
- Cc1c(NC2(C#N)CCCC2)c(=O)n(-c2ccccc2)n1C
    i, 0.1, -5%, -12%, 0.9%, 12%, 14%, -0.3%, -8%, -0.1%
- Cc1ccc(NC(=O)C[n+]2ccccc2)cc1[N+](=O)[O-]
    i, 1.1, 14%, -7%, -2.8%, 26%, 11%, 0.2%, 0%, -0.5%
- COc1ccccc1OCc1ccc(C(=O)NC(C)c2ccccc2)o1 (centres undefined)
    i, 0.5, 12%, 1%, 0.4%, -2%, -10%, 0.0%, -2%, 2.5%
- Cc1ccoc1C(=O)Nc1cccc2ccccc12
    i, 0.6, 20%[20 µM], -52%, 0.1%, -12%, -14%, 1.0%, -5%, -1.5%
- CC(C)c1nc(N2CCCC2)c(C#N)c2c1CCCC2
    i, 0.2, 34%, 8%, -3.0%, 9%, 15%, -0.1%, 8%, -2.8%
- CCc1ccc(Nc2n[n+](C)c(-c3ccc(C(=O)O)cc3)s2)cc1
    nt, nt, 34%, -2%, 2.6%, 25%, -8%, -0.1%, -8%, -5.7%
- COc1ccc(/C=N/NC(=O)c2nnn(-c3nonc3N)c2-c2cccs2)c(OC)c1
    i, 0.3, 23%, -21%, 0.2%, 10%, -1%, -0.1%, -8%, -0.8%
- Cc1ccccc1OCC(=O)N/N=C/c1cccc2cccnc12
    i, 0.6, 18%, -13%, 2.4%, 0%, 18%, -0.1%, 11%, -0.7%
- CCC(=O)c1c[nH]c(C(=O)NCc2ccccc2OC)c1
    i, 0.3, 16%, -18%, -0.9%, 8%, -9%, -0.1%, 8%, -0.3%
- COC(=O)CC1C(=O)NCCN1C(=S)Nc1cccc(C(F)(F)F)c1 (centres undefined)
    i, 1.0, -7%, -18%, 2.5%, 9%, 3%, 0.0%, -6%, 2.2%
- CC(=O)NCCn1c(SCC(=O)NCCC2=CCCCC2)nc2ccccc2c1=O
    i, 0.6, -28%, -27%, -3.1%, 8%, 11%, -0.1%, 14%, 8.3%
- CN1CCN(c2ccc(-c3ccnn3C(=O)Nc3ccccc3)cc2)CC1
    i, 0.3, -19%[20 µM], -7%, -1.1%, -6%, -51%, -0.1%, 2%, -3.9%
- CCn1c(SCC(=O)Nc2cc(NC(C)=O)ccc2OC)nnc1-c1ccncc1
    nt, nt, -20%, -8%, 1.4%, 1%, 0%, -0.1%, 6%, -0.4%
- CC(=O)c1ccc(NC(=S)N2CCN(c3cccc(Cl)c3)CC2)cc1
    i, 0.0, -24%, -36%, -0.6%, 6%, 3%, 0.3%, -8%, 0.1%
- Cc1ccc(CN2C(=O)CCC2C(=O)NCc2cccnc2)cc1 (centres undefined)
    i, 0.6, -34%, 0%, -2.3%, 6%, 1%, -0.2%, -4%, 1.1%
- O=C(/C(=N\Nc1ccccc1)Sc1nnnn1-c1ccccc1)c1ccccc1
    i, 3.1, -21%, 93%*, 1.6%, 3%, 0%, 0.2%, -1%, 0.4%
- Cc1ncsc1C(=O)N1CCCC(C(=O)c2ccc3ccccc3c2)C1 (centres undefined)
    i, 5.1, -19%, -7%, -0.4%, 13%, 5%, -0.1%, 0%, 7.5%
- CCn1c(SCc2ccccc2)nc2cc(S(N)(=O)=O)ccc21
    i, 0.5, -45%, 21%, 2.1%, -15%, 11%, -0.2%, 4%, 0.9%
- Cc1cc(N2CCCC2)ccc1/C=C1/C(=O)N(C)C(=S)N1C
    +, 0.6*, -126%, 38%, 9.5%, -1%, -31%, -0.3%, 4%, 13%
- CCOc1ccc(C2C(C#N)=C(N)Oc3cc(C)n(CCN4CCOCC4)c(=O)c32)cc1OCC (centres undefined)
    i, 1.1, 35%, -23%, -2.7%, -9%, -1%, 0.2%, 13%, 3.8%
- N#CC1=C(N)OC2=C(C(=O)CCC2)C1CCc1ccccc1 (centres undefined)
    i, 0.2, 12%, -8%, 3.0%, -5%, 8%, 0.1%, 4%, nt
- CCCNC(=O)C1CN(S(=O)(=O)c2ccccc2)CCN1S(=O)(=O)c1ccccc1 (centres undefined)
    i, 1.7, 17%, -3%, -2.6%, 8%, 15%, 0.6%, -17%, -1.6%
- COc1ccc2[nH]c(C(=O)NCc3ccccc3)cc2c1
    i, 0.6, -9%, -6%, -1.6%, 0%, -2%, 0.3%, -4%, 5.9%
- Cc1nc(CNC(=O)CC2C(=O)NCCN2Cc2ccc(F)cc2)cs1 (centres undefined)
    i, 0.6, 5%, -12%, 2.3%, 0%, 0%, -0.1%, -13%, 0.6%
- Cc1ccc(S(=O)(=O)Nn2c(O)c(C=C3N=c4ccccc4=N3)sc2=S)cc1
    i, 0.8, -57%, -8%, 44%, -9%, -2%, -0.1%, -17%, -1.5%
- CC(=O)O[C@H]1C[C@@]2(O)[C@@H](OC(=O)c3ccccc3)C3[C@@](C)([C@@H](O)C[C@H]4OC[C@@]34OC(C)=O)[C@@H](O)[C@H](OC(C)=O)C(=C1C)C2(C)C (some centres undefined)
    i, 3.2, 11%[20 µM], -24%, 2.5%, -1%, 17%, -0.2%, -10%, -2.7%
- COc1ccc2nc(NC(=O)CSC3=NCCS3)sc2c1
    i, 0.4, -14%, -74%, 0.2%, -3%, -102%, -0.2%, -8%, 3.3%
- CCOC(=O)C(C)OC(=O)C1=C(C)NC(=O)NC1c1ccc2c(c1)OCO2 (centres undefined)
    i, 0.4, -40%[20 µM], -2%, 2.1%, 7%, 6%, 0.5%, 5%, -3.8%
- O=C(Nc1ccccc1)ON=C1CCCC1
    i, 0.2, -1%, -12%, 3.2%, -2%, -17%, 0.8%, -2%, -3.5%
- COc1cccc2cc(C(=O)N3CCCCC3C)c(=O)oc12 (centres undefined)
    i, 0.6, -13%, -3%, 1.2%, -18%, 15%, -0.2%, 15%, -0.8%
- Cc1ccccc1OCCC(=O)OCC(=O)Nc1ccc(N2CCOCC2)cc1
    i, 0.5, -32%, -15%, -2.1%, -13%, 8%, 0.2%, 5%, 17%
- COc1ccc(S(=O)(=O)NCC2CCCN(C(=O)c3cccs3)C2)cc1 (centres undefined)
    i, 0.4, -10%, -6%, 2.5%, 4%, 17%, 0.9%, 8%, -1.0%
- COCCNC(=S)NNc1ccccc1[N+](=O)[O-]
    i, 0.2, 11%, -19%, -5.4%, 1%, 1%, -0.6%, -1%, -5.7%
- COc1ccc(CCNC(=O)CS(=O)(=O)Cc2nc(-c3ccc(C)cc3)oc2C)cc1OC
    i, 1.5, -28%, -24%, -0.5%, 1%, 19%, -0.2%, 4%, 1.0%

Ordered by heavy-atom count (rising): three of the compounds above.
Below each compound: Myeloid diff 2, Myeloid diff 2 GFP+ MAC1+ %, KOR beta-arrestin-1, NOD1 NF-kB reporter, HIV peptide binding, GPR55 LPI antagonism, HEK293 NOD2/NF-kB, GPR55 activation, GPR35 arrestin U2OS, KOR beta-arrestin-2
- COCCNC(=S)NNc1ccccc1[N+](=O)[O-]
    i, 0.2, 11%, -19%, -5.4%, 1%, 1%, -0.6%, -1%, -5.7%
- COc1cccc2cc(C(=O)N3CCCCC3C)c(=O)oc12 (centres undefined)
    i, 0.6, -13%, -3%, 1.2%, -18%, 15%, -0.2%, 15%, -0.8%
- COc1ccc(CCNC(=O)CS(=O)(=O)Cc2nc(-c3ccc(C)cc3)oc2C)cc1OC
    i, 1.5, -28%, -24%, -0.5%, 1%, 19%, -0.2%, 4%, 1.0%

Screens as filed in PubChem.
